High-throughput results as filed in PubChem.
QS inhibitor – blocks AIP-induced quorum sensing reporter in S. aureus. AID 527. hit rate 0.3% among 24,000. inhibition, % at 2 µM. S. aureus RN6390 RNAIII-GFP reporter, flow cytometry 3 h;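 active means share of bacteria positive for the green fluorescent reporter and its mean brightness both inhibited by 50% or more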;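 further: 0% = AIP-stimulated control and 100% = unstimulated bacteria without AIP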
QS inhibitor GFP MFI % – second read-out of QS inhibitor, no call of its own (marks repeat the call); inhibition, %; measured here: inhibition of GFP MFI
An asterisk follows results filed as active. Not all compounds are listed; rates above refer to the full screens.

cpd	SMILES	QS inhibitor	QS inhibitor GFP MFI %
1	O=C(O)c1cccc(NC(=O)C2C3C=CC(C3)C2C(=O)OCC(F)(F)C(F)F)c1 (stereo not drawn)	-2	-15
2	CN(C)c1ccc(NC(=O)c2ccncc2)c2ccccc12	6	7
3	COc1ccc(N2C(=O)C3CCCN3C2c2ccccc2F)cc1 (stereo not drawn)	0	4
4	O=C(c1cccnc1NCc1ccccc1)N1CCOCC1	0	16
5	O=C(C1CCCN(S(=O)(=O)c2cnc[nH]2)C1)N1CCN(c2ccc(Cl)cc2)CC1 (stereo not drawn)	0	-8
6	COc1cccc(N2CCN(C(=O)C3C4C=CC5(CN(Cc6ccccc6Cl)C(=O)C35)O4)CC2)c1 (stereo not drawn)	2	11
7	O=C(CSc1nnc(Cc2cc(=O)[nH]c(=O)[nH]2)n1-c1ccccc1)NCC1CCCO1 (stereo not drawn)	-4	-10
8	CC(C)c1cc(C(=O)NCc2cccnc2)no1	-2	1
9	COCCNC(=O)Cn1c(=O)n(CCC(=O)NCCc2ccccc2)c(=O)c2ccccc21	-8	-32
10	Cn1c(=O)[nH]c(=O)c2c1nc(NCCCn1ccnc1)n2Cc1ccccc1	0	-22
11	Fc1ccccc1-c1nc(NCCCN2CCOCC2)c2ccccc2n1	0	2
12	Cn1c(Cn2c(=O)sc3ccccc32)nnc1SCC(=O)Nc1ccc(F)cc1	3	39
13	Cc1ccc(-c2cn3nc(C)c(C)nc3n2)cc1	-1	1
14	Cc1cccc(N2CCN(C(=O)c3ccc(NC(=O)C4CCCO4)cc3)CC2C)c1 (stereo not drawn)	-1	-4
15	c1ccc2c(c1)CNC1(CCCCC1)C2	0	5
16	O=C(COc1ccc(S(=O)(=O)NC2CCCCC2)cc1)NCc1ccccn1	-1	-6
17	CCOC(=O)N1CCN(S(=O)(=O)c2ccc(C(=O)Nc3nc4ccc(F)cc4s3)cc2)CC1	4	18
18	N#Cc1ccccc1Cn1c(=O)n(Cc2ccc(C(=O)NCc3ccco3)cc2)c(=O)c2sccc21	-1	-9
19	OCc1nc2ccccc2n1CC(O)Cn1ccc2ccccc21 (stereo not drawn)	-1	-84
20	Cc1cccc(-n2nc3c(c2NC(=O)c2ccc(S(=O)(=O)N4CCOCC4)cc2)CSC3)c1C	-1	-1
21	O=C(c1ccc(Cn2cc(Cl)cn2)o1)N1CCN(Cc2ccc3c(c2)OCO3)CC1	-5	-7
22	Cc1nc2ccccn2c1/C(O)=C1\C(=O)C(=O)N(CCCN(C)C)C1c1ccc(F)cc1 (stereo not drawn)	-1	3
23	COc1ccc(S(=O)(=O)N2Cc3ccccc3CC2C(=O)O)cc1OC (stereo not drawn)	10	21
24	Cc1cccc(-c2nc(CS(=O)CC(=O)N3CCc4ccccc4C3)c(C)o2)c1 (stereo not drawn)	30	27
25	COc1ccc(C2=NOC(C(=O)N3CCOCC3)C2)cc1OC (stereo not drawn)	-3	-5
26	O=C(NCc1ccccc1Cl)C1CCN(S(=O)(=O)N2CCC3(CC2)OCCO3)CC1	6	10
27	CCN1CCCC1CNC(=O)c1csc2c1CCCC2 (stereo not drawn)	2	-34
28	CCOc1ccccc1NC(=O)CN(c1ccc(C)cc1)S(=O)(=O)c1c(C)n[nH]c1C	0	3
29	COc1ccc2c(CC(=O)Nc3ccc(OC)c(NS(=O)(=O)c4ccc(F)cc4)c3)coc2c1	0	-1
30	CCOC(=O)C1CCN(C(=O)CCc2nc3ccccc3[nH]2)CC1	-1	17
31	Cn1c(SCC(=O)N2CCOCC2)nnc1-c1cnccn1	0	4
32	Cc1ccc(C)c(NC(=O)Cn2nnc(C(=O)Nc3c(C)cccc3C)c2N)c1	0	54
33	CCOC(=O)c1ccc(NC(=O)CSc2nnc(CNC(=O)c3c(F)cccc3Cl)o2)cc1	3	14
34	N#CCSc1nc(N)c(C#N)c(C2CCCCC2)c1C#N	13	23
35	COc1cc(C(=O)NCC(=O)OCC(=O)c2ccc[nH]2)cc(OC)c1OC	-5	-25
36	CC(=O)OCC(=O)[C@@]1(OC(C)=O)[C@@H](C)C[C@H]2[C@@H]3C[C@H](F)C4=CC(=O)C=C[C@]4(C)[C@@]3(F)[C@@H](O)C[C@@]21C	5	47
37	O=C(CCCn1c(=O)[nH]c2ccsc2c1=O)N1CCN(Cc2ccc3c(c2)OCO3)CC1	0	2
38	Cc1ccc(NC(=O)C2CCCN2S(=O)(=O)c2cccc3cccnc23)cc1F (stereo not drawn)	4	10
39	Cc1ccc(S(=O)(=O)N2CCN(C(=O)CN3CCN(C)CC3)C2)cc1	1	7
40	Cc1nc2c(C(=O)N3CCN(c4ccccn4)CC3)cnn2c(C)c1Cc1cccc(Cl)c1	-1	-13
41	CCn1ncc(C2=NOC(C(=O)Nc3cnn(C45CC6CC(CC(C6)C4)C5)c3)C2)c1C (stereo not drawn)	4	6
42	CCc1ccccc1NC(=O)c1nnn(CC(=O)Nc2cccc(C)c2)c1N	2	41
43	CCOc1ccc2cc(C#N)c(SCC(=O)N3CCC(C)CC3)nc2c1	0	8
44	O=c1c(Cc2ccccc2O)c(O)nc2n1CCCS2	-11	-20
45	CCOC(=O)N1CCN(C(=O)c2ccc3c(=O)n(CCc4ccccc4)c(=S)[nH]c3c2)CC1	-1	0
46	CCN1C(=O)c2cccc3c(NC(=O)c4cccc(N5C(=O)CCC5=O)c4)ccc1c23	-5	-18
47	Cc1[nH]c(=O)[nH]c1C(=O)CCCCC(=O)OCC(=O)Nc1ccccn1	-1	19
48	COCCOC(=O)c1cc(C(=O)c2cc(F)ccc2O)coc1=N	-2	-12
49	Cc1ccc(-n2c(=O)[nH]c3c(C(N)=O)nc(CC(C)C)nc32)cc1	0	-3
50	CC(=O)Nc1cccc(C(=O)Nc2ccccc2C(=O)O)c1	0	6
51	CN(C)S(=O)(=O)c1ccc(C(=O)OCCCN=C2NS(=O)(=O)c3ccccc32)cc1	-9	-22
52	O=C(Nc1ccc(N2CCOCC2)cc1)c1cc2ccccc2o1	-1	-3
53	CCCc1n[nH]c2c1/C(=N/O)CC(c1ccccc1)C2 (stereo not drawn)	-2	7
54	O=C(O)C1CC=CCC1C(=O)Nc1cc(Cl)ccc1Cl (stereo not drawn)	-7	-14
55	CCOc1ccc(C2c3c(oc4ccccc4c3=O)C(=O)N2c2ccc(C)cn2)cc1OC (stereo not drawn)	0	5
56	O=C1CCc2cc(S(=O)(=O)N3CCC(C(=O)NC4CCCC4)CC3)ccc2N1	14	30

More results:
cpd	SMILES	QS inhibitor	QS inhibitor GFP MFI %
57	CCOc1cc(C(=O)N(C)Cc2cc3ccccc3[nH]c2=O)cc(OCC)c1OCC	4	9
58	O=C(CSc1nc2cc(S(=O)(=O)N3CCOCC3)ccc2o1)NC1CCCc2ccccc21 (stereo not drawn)	0	-2
59	CCOc1ccc(C2NC(=O)c3n[nH]c(C)c32)cc1 (stereo not drawn)	-8	-31
60	Cc1cc(NCCN2CCOCC2)n2nc(C)c(-c3ccccc3)c2n1	0	-10
61	Cc1ccc(C)c(S(=O)(=O)NCc2cccnc2)c1	-2	-2
62	COc1cccc(NC(=O)c2oc3ccccc3c2NC(=O)C(C)(C)C)c1	5	-2
63	CC(C)CCn1cnc2c(cnn2-c2ccc(F)cc2)c1=O	-2	-5
64	Cn1c(C(=O)NCCCN2CCOCC2)cc2c(=O)n(C)c3ccccc3c21	-4	-23
65	CCOC(=O)C(NCc1ccccc1OC)(NC(C)=O)C(F)(F)F (stereo not drawn)	0	16
66	COc1ccc(N(CC(=O)Nc2cccc(C)c2)S(=O)(=O)c2c(C)n[nH]c2C)cc1	0	11
67	Cc1ccc(NC(=O)C2CCN(S(=O)(=O)c3cccc4nonc34)CC2)nc1	4	20
68	CC1=NCCN1S(=O)(=O)c1cc(Cl)ccc1Cl	0	-22
69	Cc1ccccc1-c1nc(CS(=O)CC(=O)NCCN2CCOCC2)c(C)o1 (stereo not drawn)	3	9
70	Cc1ccccc1C(=O)c1cccn1CC(=O)O	-1	-8
71	CCC1(CC)C(=O)N(C)C(=O)NC1=NCc1ccccc1	1	4
72	Cc1ccc(NCc2nnc(SCC(=O)NCc3ccco3)n2CC2CCCO2)cc1Cl (stereo not drawn)	-2	-8
73	CCOc1ccc(N(CC(=O)Nc2ccc(OC)cc2)S(=O)(=O)c2c(C)noc2C)cc1	-2	12
74	O=C(CSc1nnc(CNC(=O)c2cccs2)o1)NCCc1ccccc1	-4	-8
75	Cc1c(Cl)cnc(NC(=O)COC(=O)C(NC(=O)c2ccco2)C(C)C)c1Cl (stereo not drawn)	0	-13
76	Cn1c(-c2ccc(F)cc2)cnc1NCc1ccccc1	-15	-17
77	CCNc1ccc(S(=O)(=O)C(F)(F)F)cc1NC(=O)C12CCC(CC1)C2	-2	-8
78	CN(C)C(=O)c1ccc(Oc2ccc(C(=O)N(C)C)cc2)cc1	-5	-16
79	COc1ccc(-n2c(Cc3cccn3C)nnc2SCC(=O)Nc2ccc(C)c(Cl)c2)cc1	8	26
80	COc1ccccc1CC(NC(C)=O)C(=O)NC1CCN(c2nnnn2-c2ccccc2)CC1 (stereo not drawn)	1	16
81	COc1ccccc1S(=O)(=O)Cc1ccc(C(=O)NCCN2CCCC2)o1	0	8
82	COc1ccc(CCNC(=O)C2CCN(S(=O)(=O)c3cccc4nsnc34)CC2)cc1OC	0	-36
83	CN1CCN(CCCN2c3ccccc3Sc3ccc(C(F)(F)F)cc32)CC1	2	8
84	CC1(C)N=C(C(=O)c2ccccc2)N(O)C1(C)O (stereo not drawn)	0	-44
85	NC(=O)C1CCN(C(=O)C2CCN(S(=O)(=O)c3ccccc3)CC2)CC1	0	2
86	COc1ccc(N2CCN(C(=O)CN3C(=O)C4CC=CCC4C3=O)CC2)cc1 (stereo not drawn)	6	30
87	COc1ccc(NS(=O)(=O)c2c(C)[nH]c(=O)[nH]c2=O)c(OC)c1	1	26
88	CCN1CCN(c2ncnc3c2sc(=S)n3-c2ccccc2)CC1	0	2

Among those listed so far, these contain an aryl methoxy group:
cpd	SMILES	QS inhibitor	QS inhibitor GFP MFI %
3	COc1ccc(N2C(=O)C3CCCN3C2c2ccccc2F)cc1 (stereo not drawn)	0	4
6	COc1cccc(N2CCN(C(=O)C3C4C=CC5(CN(Cc6ccccc6Cl)C(=O)C35)O4)CC2)c1 (stereo not drawn)	2	11
23	COc1ccc(S(=O)(=O)N2Cc3ccccc3CC2C(=O)O)cc1OC (stereo not drawn)	10	21
25	COc1ccc(C2=NOC(C(=O)N3CCOCC3)C2)cc1OC (stereo not drawn)	-3	-5
29	COc1ccc2c(CC(=O)Nc3ccc(OC)c(NS(=O)(=O)c4ccc(F)cc4)c3)coc2c1	0	-1
35	COc1cc(C(=O)NCC(=O)OCC(=O)c2ccc[nH]2)cc(OC)c1OC	-5	-25
55	CCOc1ccc(C2c3c(oc4ccccc4c3=O)C(=O)N2c2ccc(C)cn2)cc1OC (stereo not drawn)	0	5
62	COc1cccc(NC(=O)c2oc3ccccc3c2NC(=O)C(C)(C)C)c1	5	-2
65	CCOC(=O)C(NCc1ccccc1OC)(NC(C)=O)C(F)(F)F (stereo not drawn)	0	16
66	COc1ccc(N(CC(=O)Nc2cccc(C)c2)S(=O)(=O)c2c(C)n[nH]c2C)cc1	0	11
73	CCOc1ccc(N(CC(=O)Nc2ccc(OC)cc2)S(=O)(=O)c2c(C)noc2C)cc1	-2	12
79	COc1ccc(-n2c(Cc3cccn3C)nnc2SCC(=O)Nc2ccc(C)c(Cl)c2)cc1	8	26
80	COc1ccccc1CC(NC(C)=O)C(=O)NC1CCN(c2nnnn2-c2ccccc2)CC1 (stereo not drawn)	1	16
81	COc1ccccc1S(=O)(=O)Cc1ccc(C(=O)NCCN2CCCC2)o1	0	8
82	COc1ccc(CCNC(=O)C2CCN(S(=O)(=O)c3cccc4nsnc34)CC2)cc1OC	0	-36
86	COc1ccc(N2CCN(C(=O)CN3C(=O)C4CC=CCC4C3=O)CC2)cc1 (stereo not drawn)	6	30
87	COc1ccc(NS(=O)(=O)c2c(C)[nH]c(=O)[nH]c2=O)c(OC)c1	1	26

(listing goes on)
cpd	SMILES	QS inhibitor	QS inhibitor GFP MFI %
89	CCOc1ccc(CCNC(=O)C2CCN(c3nnc(-n4cccc4)s3)CC2)cc1OCC	-3	-10
90	CCOc1ccc(-n2cc(C(=O)N3CCN(C)CC3)c3cc(OC)c(OC)cc3c2=O)cc1	0	15
91	O=C(O)c1cccn1Cc1ccccc1F	-1	0
92	CN(CC(=O)N1CCCCCC1)S(=O)(=O)c1ccc(Br)s1	-3	-12
93	O=C(NCCc1ccc(Cl)cc1)C1CCN(S(=O)(=O)N2CCCCC2)CC1	1	13
94	CCCSc1nc(N)cc(=O)[nH]1	4	19
95	CCOc1ccc(CNC(=O)C2CCN(S(=O)(=O)N3CCCC3)CC2)cc1OC	4	13
96	COc1ccc(C)cc1NC(=O)c1cc2cc3ccc(C)cc3nc2o1	6	10
97	CC(NC(=O)OCc1ccccc1)C(=O)N1CC(O)CC1C(=O)O (stereo not drawn)	2	14
98	Cc1nc(NC2=NCN(CCCN3CCOCC3)CN2)nc2c(C)cccc12	0	13
99	CC1CCCC(NC(=O)C2CCN(S(=O)(=O)N3CCOCC3)CC2)C1C (stereo not drawn)	4	-8
100	C=CCn1c(SCC(=O)Nc2ccccc2OC)nnc1-c1ccccn1	13	17
101	c1ccc2c(c1)CCCC2C1=NCCN1 (stereo not drawn)	-2	-9
102	CCc1ccc2nc(NC3=NCN(CCOC)CN3)nc(C)c2c1	-3	-9
103	COc1ccc(S(=O)(=O)NCc2ccc3c(c2)OCO3)cc1C(=O)O	0	-3
104	CCc1ccccc1N=C1SCC(=O)N1C	0	18
105	Cc1ccc(NC(=O)CCn2cccc2)cc1Cl	0	-10
106	CC(C)c1ccc(S(=O)(=O)N2CCN(C(=O)c3cccc(F)c3)CC2)cc1	-5	-3
107	COc1ccccc1N1CC(C(=O)Nc2cccc(C(=O)O)c2)CC1=O (stereo not drawn)	-1	-5
108	CC(=O)c1c(C)[nH]c(C(=O)N2CCN(c3ncccn3)CC2)c1C	-2	-3
109	CCCN(CCC)c1nc2ccccc2n2c(C)nnc12	0	0
110	CC1(C)CC(=O)C(C=Nc2ccncc2)=C(O)C1	-1	-7
111	CC(C)Cn1c(=O)c(C(=O)NCc2ccccn2)c(O)c2ccccc21	0	4
